Screening results from PubChem.
VHR inh color = blocks the human dual specificity phosphatase VHR1; recombinant VHR phosphatase, colorimetric substrate read-out; inhibition, % at 20 µM; hit rate 0.7% among 50,000; in the data active = inhibition above about 60%; note: some results filed as inactive read as strong as hits
Target sequence (P51452 whole entry, looked up): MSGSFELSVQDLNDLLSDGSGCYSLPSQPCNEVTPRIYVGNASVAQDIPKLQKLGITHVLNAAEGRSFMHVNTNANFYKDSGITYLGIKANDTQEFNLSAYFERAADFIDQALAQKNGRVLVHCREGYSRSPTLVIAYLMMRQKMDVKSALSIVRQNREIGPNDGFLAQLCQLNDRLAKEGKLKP
Active calls of the source: *. An excerpt; rates above refer to the full screens.

O=C(C[n+]1cccc2ccccc21)c1cc2ccccc2oc1=O was read as VHR inh color 3.
Screening CCOc1cc(/C=C2\C(=O)NC(=O)N(c3cc(C)cc(C)c3)C2=O)c(Br)cc1O returned VHR inh color -2.
For Cc1cccc(C(=O)NN=C2CCN(C)CC2)c1 the results were VHR inh color -29.
Screening O=C(C[n+]1cc(Br)cc(Br)c1)c1ccc(Cl)cc1 returned VHR inh color 4.
For c1ccc(-n2ncc3c(N4CCN(C5CCCCC5)CC4)ncnc32)cc1 the results were VHR inh color -13.
CCC(C(=O)NCc1ccccc1OC)c1ccccc1 (stereo not drawn) was read as VHR inh color -25.
NC(=O)c1cccc(N=Cc2ccc(Br)s2)c1 was read as VHR inh color -4.
For Cc1cc(=O)[nH]c(SCc2ccc(Cl)cc2Cl)n1 the results were VHR inh color 3.
Screening O=C1OC(c2ccc(NC(=O)C(F)(F)F)cc2)(c2ccc(NC(=O)C(F)(F)F)cc2)c2ccccc21 returned VHR inh color -8.
For COC(=O)c1ccc(CSc2nc3ccccc3[nH]2)cc1 the results were VHR inh color 4.

Among those listed so far, these contain an NH in an aromatic ring:
For Cc1cc(=O)[nH]c(SCc2ccc(Cl)cc2Cl)n1 the results were VHR inh color 3.
For COC(=O)c1ccc(CSc2nc3ccccc3[nH]2)cc1 the results were VHR inh color 4.

Continued:
`CCOC(=O)c1ccc(-c2ccc(/C=C3\C(=O)N(c4ccc(S(N)(=O)=O)cc4)N=C3C)o2)cc1` gave VHR inh color 10.
For CCc1ccc(NC(=O)COc2ccc(C)cc2C)cc1 the results were VHR inh color -4.
Cc1cccc(C)c1OCCCCNCCO was read as VHR inh color 5.
Cn1c(COc2ccc(Cl)cc2)n[nH]c1=S was read as VHR inh color -6.
For Cc1ccc(-c2ncnn2-c2ccc(F)c([N+](=O)[O-])c2)cc1 the results were VHR inh color -1.
For CCC1=NN2C(=N)/C(=C\c3ccc(N(CC)CC)cc3)C(=O)N=C2S1 the results were VHR inh color -2.
For Cc1nc2ccccc2n1CC(O)COc1ccc(Br)cc1 (stereo not drawn) the results were VHR inh color 6.
Screening O=C(CSc1ccc(/C=N/NC(=O)c2ccncc2)o1)Nc1ccccc1 returned VHR inh color -6.
Screening O=C1N=c2ccc(I)cc2=C1c1[nH]c(=S)[nH]c1O returned VHR inh color -37.
COc1ccc(/C=C2\C(=O)NC(=S)N(c3ccc(Br)cc3)C2=O)cc1 was read as VHR inh color 5.
`O=C(Cc1ccc(Br)cc1)Nc1ccc(F)c(F)c1` gave VHR inh color 6.
`CC(C)N/C=C/C(=O)c1ccc(Br)cc1` gave VHR inh color 9.
For CCc1ccc(NC2=C(Cl)C(=O)N(c3ccc(C)cc3C)C2=O)cc1 the results were VHR inh color -4.
`Cc1cc([N+](=O)[O-])ccc1NC(=S)NC(=O)c1ccc(Cl)cc1` gave VHR inh color -13.
O=C(N[C@@H]1CSC/C1=N\O)c1ccccc1 was read as VHR inh color -21.
COc1ccc(/C=C2/Sc3ccccc3C2=O)cc1Br was read as VHR inh color -12.
For COc1ccc(Cc2noc(-c3ccc(F)cc3)n2)cc1 the results were VHR inh color -5.
Screening O=C(CCNc1ccc([N+](=O)[O-])cc1)c1cccs1 returned VHR inh color 6.
For Cc1ccc(NC2CC(C)N(C(=O)C(C)C)c3ccc(C)cc32)cc1 (stereo not drawn) the results were VHR inh color -15.
O=C1c2ccccc2S(=O)(=O)N1c1c(F)c(F)c(C(F)(F)F)c(F)c1F was read as VHR inh color 17.
Screening CCOC(=O)c1ccc(NC(=O)c2cc(Br)ccc2Cl)cc1 returned VHR inh color -16.
Screening O=C(c1nn2c(C(F)(F)F)cc(-c3cccs3)nc2c1Br)N1CCN(c2ccc(F)cc2)CC1 returned VHR inh color -1.
For COc1ccc(/C=N/Nc2cc(-c3ccccc3)nc(C)n2)cc1 the results were VHR inh color -18.
For COC(=O)c1cc(NC(=O)c2cccc3c(Br)cccc23)cc(C(=O)OC)c1 the results were VHR inh color -14.
CCOc1ccccc1/C=N/Nc1nnc(-c2ccccc2)c(=O)[nH]1 was read as VHR inh color -3.
For COc1ccccc1NC(=O)C1=C(C)NC(=S)NC1c1ccc(F)cc1 (stereo not drawn) the results were VHR inh color 40.
`Cc1ccc(OCCCNC(C)(C)C)c(C(C)(C)C)c1` gave VHR inh color 2.
Screening O=C(Cc1n[nH]c(=O)[nH]c1=O)N/N=C\c1ccccc1F returned VHR inh color -6.
CCOC(=O)c1c(NC(=O)COc2c(C)cc(C)cc2C)sc(C(=O)Nc2ccccc2)c1C was read as VHR inh color 15.
O=C1CC(c2ccccc2)CC(O)=C1C=NCc1ccc(F)cc1 (stereo not drawn) was read as VHR inh color -11.

3 compounds from above, sorted by heavy-atom count, lowest first:
`Cc1ccc(OCCCNC(C)(C)C)c(C(C)(C)C)c1` gave VHR inh color 2.
Screening O=C(Cc1n[nH]c(=O)[nH]c1=O)N/N=C\c1ccccc1F returned VHR inh color -6.
CCOC(=O)c1c(NC(=O)COc2c(C)cc(C)cc2C)sc(C(=O)Nc2ccccc2)c1C was read as VHR inh color 15.

(continued)
For CC1=NN(c2nc(-c3ccccc3)cc(-c3ccc(C)cc3)n2)C(=O)C1 the results were VHR inh color -7.
Screening Nc1nnc(CSCc2ccc(Cl)cc2Cl)s1 returned VHR inh color 8.
Screening COc1ccc(S(=O)(=O)N(CCO)Cc2ccccc2)cc1 returned VHR inh color -14.
`CC(C)CCNC(=O)C(=O)NCC(C)O` (stereo not drawn) gave VHR inh color -16.
For O=C1Nc2ccc(Br)cc2C1=Cc1nc2ccccc2c(=O)n1-c1ccc(O)cc1 the results were VHR inh color 7.
`O=C(/C=C/c1ccc2c(c1)OCO2)Nc1ccccc1I` gave VHR inh color 2.
For CC1(C)Cc2c(sc3[nH]c(=S)n(Cc4ccccc4)c(=O)c23)CO1 the results were VHR inh color -16.
O=C(CCc1ccccc1)Nc1cc(Cl)c(Cl)cc1Cl was read as VHR inh color 10.
For COc1cccc(C(=O)Nc2cccc3c2C(=O)N(c2ccccc2)C3=O)c1 the results were VHR inh color -4.
For CCOc1ccccc1NC(=O)CN(c1ccc(Cl)cc1)S(C)(=O)=O the results were VHR inh color 4.

Filtered by structure, those above with a nitro group on carbon.
For Cc1ccc(-c2ncnn2-c2ccc(F)c([N+](=O)[O-])c2)cc1 the results were VHR inh color -1.
`Cc1cc([N+](=O)[O-])ccc1NC(=S)NC(=O)c1ccc(Cl)cc1` gave VHR inh color -13.
Screening O=C(CCNc1ccc([N+](=O)[O-])cc1)c1cccs1 returned VHR inh color 6.

Later entries
For CCSc1nc2sc3c(c2c2nnnn12)CCC3 the results were VHR inh color -7.
COc1ccccc1CNC(=O)c1ccc(NC(C)=O)cc1 was read as VHR inh color 2.
For COc1cccc(/C=N/NC(=O)C2CC(=O)N(c3ccc(C)cc3)C2)c1 (stereo not drawn) the results were VHR inh color -18.
Screening CC(C)CNC(=O)C(=O)Nc1c(O)c2ccccc2[nH]c1=O returned VHR inh color -1.
`O=C(/C=C/c1cccc(C(F)(F)F)c1)Nc1ccc(Cl)cc1` gave VHR inh color -12.
`O=C(N/C(=C/c1cccs1)c1nc2ccccc2[nH]1)c1ccccc1` gave VHR inh color -1.
Screening CCc1nnc(NC(=O)c2ccc(Cl)cc2Cl)s1 returned VHR inh color -16.
Screening O=C(c1ccccc1)N1CN2CN(C(=O)c3ccccc3)CC(NC(=S)Nc3ccccc3)(C2)C1 returned VHR inh color -38.
COc1ccc(/C=C/C(=O)c2ccc(Cl)cc2)cc1[N+](=O)[O-] was read as VHR inh color 5.
`O=C1C(Nc2ccc(F)cc2)=CC(c2ccccc2[N+](=O)[O-])N1c1ccc(F)cc1` (stereo not drawn) gave VHR inh color -1.

Structural class: the entries above containing a furan ring, fused or not (2)
`CCOC(=O)c1ccc(-c2ccc(/C=C3\C(=O)N(c4ccc(S(N)(=O)=O)cc4)N=C3C)o2)cc1` gave VHR inh color 10.
Screening O=C(CSc1ccc(/C=N/NC(=O)c2ccncc2)o1)Nc1ccccc1 returned VHR inh color -6.

Continued.
Screening CC(=C1C(=O)c2ccccc2C1=O)N1CCCC1 returned VHR inh color -6.
For COc1ccc(NC(=O)CN(c2ccc(C)cc2)S(=O)(=O)c2ccc(SC)cc2)c(OC)c1 the results were VHR inh color 6.
`Cc1no[n+]([O-])c1COc1ccccc1/C=C1\NC(=S)NC1=O` gave VHR inh color 0.
Cc1cc(NC(=O)CSc2nnc3c4ccccc4n(C(C)C)c3n2)no1 was read as VHR inh color -8.
Screening O=C1NC(=Nc2ccc(F)cc2)S/C1=C/c1ccc(Br)cc1 returned VHR inh color -11.
For O=C1c2ccccc2NC(c2cccc([N+](=O)[O-])c2)N1O (stereo not drawn) the results were VHR inh color 5.
`CCC(C(=O)Nc1cc(OC)c(Cl)cc1OC)c1ccccc1` (stereo not drawn) gave VHR inh color -14.
Screening CCN(CC)C(=O)c1c(NC(=O)c2ccc([N+](=O)[O-])cc2)sc2c1CCCCC2 returned VHR inh color -12.
Screening O=C(c1cccc(Cl)c1)N1CCN(Cc2ccccc2F)CC1 returned VHR inh color 3.
`Cc1ccc(N(CC(=O)NCc2ccncc2)S(=O)(=O)c2ccc(F)cc2)cc1` gave VHR inh color -3.
O=C(O)/C(=C\c1ccccc1)NC(=O)c1ccccc1 was read as VHR inh color -36.
`Cc1ccc2[nH]c(C)c(CN3CC(C)OC(C)C3)c(=O)c2c1` (stereo not drawn) gave VHR inh color 5.
For COc1ccc(/C(N)=N/OC(=O)COc2ccccc2)cc1OC the results were VHR inh color -29.
Screening O=C(c1ccc(Br)o1)N1CCN(c2ccc([N+](=O)[O-])cc2)CC1 returned VHR inh color -37.
Screening CCOC(=O)COc1ccccc1/C=C1\C(=O)NC(=O)N(c2ccc(C)cc2)C1=O returned VHR inh color 8.
For CCC1S/C(=N/N=C/c2ccc3c(c2)OCO3)NC1=O (stereo not drawn) the results were VHR inh color -4.
For Cc1ccc(-c2ccccc2)n1-c1ccc(C(=O)NN)cc1 the results were VHR inh color 0.
O=C(COc1ccccc1)N1CCN(Cc2cccc(Cl)c2)CC1 was read as VHR inh color 10.
`COc1ccc(C)cc1NCc1ccncc1` gave VHR inh color -9.
OCc1ccc(-c2cccc(Cl)c2)o1 was read as VHR inh color 2.
Screening Cc1ccc(C(=O)NC(NC(=S)Nc2cc(C)ccc2C)C(Cl)(Cl)Cl)cc1 (stereo not drawn) returned VHR inh color -18.
Screening Cc1cc(C)n(/N=C/c2c[nH]c3ccccc23)c(=O)c1C#N returned VHR inh color 0.
For CCN(CC)C(=O)CN(c1ccc(C)cc1)S(=O)(=O)c1ccc(F)cc1 the results were VHR inh color -37.
`Cc1ccccc1C(=O)NCCCn1ccnc1` gave VHR inh color -1.
CCCCOC(=O)c1cccc(-c2ccc(/C=C3\C(=O)N(c4ccc(S(N)(=O)=O)cc4)N=C3C)o2)c1 was read as VHR inh color -13.
`COC(=O)C1(C(=O)OC)CCCC1(C(=O)OC)C(=O)OC` gave VHR inh color -9.
Screening COc1ccccc1Oc1ccccc1C(=O)O returned VHR inh color -27.
Screening O=C(Nc1cc(-c2nc3ccccc3o2)ccc1Cl)c1cccs1 returned VHR inh color 10.
Screening CCc1sc(NC(=O)COc2ccccc2)c(C(N)=O)c1C returned VHR inh color 39.
`CCP(=O)(CC)CCP(=O)(c1ccccc1)c1ccccc1` gave VHR inh color 8.
For CN(C)c1ccc(C(=S)N2CCOCC2)cc1 the results were VHR inh color -6.
Screening CN1CCN(c2ccc([N+](=O)[O-])c(Br)c2F)CC1 returned VHR inh color -4.
Screening O=C(/C=C/c1ccco1)N1CCN(c2ccccc2)CC1 returned VHR inh color -8.
For O=C1c2ccccc2C(=O)N1CC(O)COC1CCCCC1 (stereo not drawn) the results were VHR inh color 4.
COc1ccc(Cl)cc1C(=O)Nc1sc2c(c1C(N)=O)CCC(C)C2 (stereo not drawn) was read as VHR inh color 3.
Screening CCN(CC)C1=NC(C(F)(F)F)(C(F)(F)F)N=C(OC(C)C)O1 returned VHR inh color 2.
Screening COc1ccc(CCNc2cc(N3CCN(CCO)CC3)ccc2[N+](=O)[O-])cc1OC returned VHR inh color -1.
Cc1cc2nc(-c3cc(NC(=O)c4ccco4)ccc3Cl)oc2cc1C was read as VHR inh color -8.
Screening COc1ccc(CCNc2cc(N3CCN(C)CC3)ccc2[N+](=O)[O-])cc1OC returned VHR inh color -19.
For COc1ccc(C(=O)/C=C/Nc2cccc(C(F)(F)F)c2)cc1 the results were VHR inh color 10.
For CCOC(=O)C1=C(c2ccccc2)NC(=S)NC1c1ccc(SC)cc1 (stereo not drawn) the results were VHR inh color -1.
Screening O=C1c2cccc3cccc(c23)C(=O)N1CCOc1ccccc1 returned VHR inh color -6.
For CS(=O)(=O)N(Cc1ccc(C(=O)Nc2ccc(CC#N)cc2)cc1)c1ccccc1 the results were VHR inh color -39.
For c1ccc(C2CC3CC(c4ccco4)N2O3)cc1 (stereo not drawn) the results were VHR inh color -8.
Screening Nc1cccc(C(=O)/C=C/c2ccc(Cl)cc2Cl)c1 returned VHR inh color -35.
For CCCCNc1cc(C)oc(=O)c1C(C)=O the results were VHR inh color -5.
CC(C)(C)c1ccc(C(=O)Nc2sc3c(c2C(N)=O)CCCCC3)cc1 was read as VHR inh color -11.
`COC(=O)c1cccc(NC(=O)c2c(Cl)ccc(Cl)c2OC)c1` gave VHR inh color 3.
Cc1ccc2ccccc2c1CSCC(=O)Nc1ccccc1 was read as VHR inh color 0.
Screening O=c1c2ccccc2nc(/C=C/c2ccc3c(c2)OCO3)n1-c1cccc(O)c1 returned VHR inh color 1.
`CC1(C)Cc2c(sc(N)c2C#N)C(C)(C)N1` gave VHR inh color -4.
`COc1cc(/C=C2/SC(=S)N(C)C2=O)ccc1OCCOc1ccc([N+](=O)[O-])cc1` gave VHR inh color 6.
For C/C(=N/N=C(\C)C1C(=O)c2ccccc2C1=O)c1cccs1 the results were VHR inh color 5.
Screening O=C(O)C1CCCCC1C(=O)Nc1nc(-c2cccc3ccccc23)cs1 (stereo not drawn) returned VHR inh color 100.
Screening CCOc1cc(C)cc2oc(=O)c3c(c12)CCC3 returned VHR inh color 2.
Screening COc1ccc(N2C(=O)NC(=O)/C(=C/c3ccc(OCc4ccccc4F)c(OC)c3)C2=O)cc1 returned VHR inh color 31.
